Screens deposited in PubChem BioAssay by several laboratories.
ABHD5-PLIN5 inh: ABHD5-PLIN5 interaction inhibitors, primary screen, cell lysate, split luciferase complementation, luminescence. inhibition, % at 4 µM. Perilipin-5 (Homo sapiens) + 1-acylglycerol-3-phosphate O-acyltransferase ABHD5 (Homo …. Split G. princeps luciferase complementation, 4 h. AID 602281, 2012. actives 0.78% (n = 360,000);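 active = inhibition above the mean inhibition across every tested compound plus 3 SD, cut at about 22% in these data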;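 also: 0% = DMSO only wells and the 100% control is not disclosed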
Granule exo inh: LAMP-1 surface exposure blockers, TALL-104 cells – cell-based, flow cytometry, MLPCN library, primary screen; TALL-104 LAMP-1 surface exposure; cells stimulated with thapsigargin and PMA; actives 0.66% (n = 360,000); inhibition, % at 10 µM;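 active = inhibition above about 55%, limit read from the data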
SRC1 inh: SRC1 coactivator transcriptional activity inhibitors, primary screen, cell-based, luminescence; inhibition, % at 3.6 µM; Nuclear receptor coactivator 1 (Homo sapiens), Q15788; HEK293 GAL4-SRC1 luciferase reporter; actives 0.12% (n = 360,000);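 active = inhibition above the campaign mean plus 3 SD, with each screening campaign given its own cutoff, cut at about 60% in these data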;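 also: 0% = DMSO treated cells and 100% = gossypol at 36 µM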
Target sequence (Q15788 whole entry, looked up, the tested form may be a part): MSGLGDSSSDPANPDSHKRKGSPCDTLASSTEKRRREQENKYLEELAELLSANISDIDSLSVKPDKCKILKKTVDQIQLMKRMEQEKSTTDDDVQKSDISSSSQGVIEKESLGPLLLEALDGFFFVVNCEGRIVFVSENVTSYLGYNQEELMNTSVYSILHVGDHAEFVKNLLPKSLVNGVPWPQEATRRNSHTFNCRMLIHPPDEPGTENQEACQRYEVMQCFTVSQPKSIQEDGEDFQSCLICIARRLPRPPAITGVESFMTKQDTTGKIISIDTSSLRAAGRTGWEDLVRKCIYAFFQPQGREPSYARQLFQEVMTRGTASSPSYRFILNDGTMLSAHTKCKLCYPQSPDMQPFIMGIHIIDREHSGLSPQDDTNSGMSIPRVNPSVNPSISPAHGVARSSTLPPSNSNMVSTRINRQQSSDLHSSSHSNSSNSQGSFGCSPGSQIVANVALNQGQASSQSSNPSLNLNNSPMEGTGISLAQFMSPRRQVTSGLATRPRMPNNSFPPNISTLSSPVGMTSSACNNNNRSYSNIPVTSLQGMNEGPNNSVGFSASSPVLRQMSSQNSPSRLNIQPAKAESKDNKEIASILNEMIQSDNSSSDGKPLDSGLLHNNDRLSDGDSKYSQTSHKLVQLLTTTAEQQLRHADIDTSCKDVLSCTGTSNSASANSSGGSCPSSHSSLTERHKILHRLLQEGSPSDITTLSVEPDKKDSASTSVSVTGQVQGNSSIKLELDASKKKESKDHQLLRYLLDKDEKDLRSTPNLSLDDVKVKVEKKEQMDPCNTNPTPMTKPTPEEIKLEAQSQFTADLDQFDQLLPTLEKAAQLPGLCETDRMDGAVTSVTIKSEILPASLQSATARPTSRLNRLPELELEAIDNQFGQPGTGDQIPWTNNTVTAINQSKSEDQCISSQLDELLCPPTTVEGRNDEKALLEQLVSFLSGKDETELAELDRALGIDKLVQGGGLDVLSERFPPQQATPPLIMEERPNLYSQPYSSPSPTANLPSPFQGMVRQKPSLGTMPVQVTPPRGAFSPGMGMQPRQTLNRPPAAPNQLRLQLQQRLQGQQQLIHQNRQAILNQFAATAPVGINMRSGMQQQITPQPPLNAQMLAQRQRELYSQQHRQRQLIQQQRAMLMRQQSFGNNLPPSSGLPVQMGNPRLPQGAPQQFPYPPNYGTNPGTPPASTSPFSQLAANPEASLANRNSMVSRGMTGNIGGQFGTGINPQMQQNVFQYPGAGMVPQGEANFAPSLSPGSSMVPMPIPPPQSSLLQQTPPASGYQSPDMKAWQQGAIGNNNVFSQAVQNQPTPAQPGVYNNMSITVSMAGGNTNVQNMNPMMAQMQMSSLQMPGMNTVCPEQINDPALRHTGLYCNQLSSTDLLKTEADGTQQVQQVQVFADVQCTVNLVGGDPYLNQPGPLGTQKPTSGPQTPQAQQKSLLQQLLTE
COUP-TFII inh: NR2F2 transcriptional activity inhibitors, primary screen, cell-based, luciferase reporter, HEK293T, luminescence; COUP transcription factor 2 (Homo sapiens), P24468; actives 0.7% (n = 370,000); inhibition, % at 8.6 µM; AID 686940, 2013; HEK293T NGFI-A luciferase reporter;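 active = inhibition above a per-plate cutoff, mean inhibition of test wells between control levels plus 3 SD, cut at about 38% in these data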;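 also: cells cotransfected with COUP-TFII expression vector driving the NGFI-A reporter; 0% = median of COUP-TF2 test wells and 100% = reporter-only cells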
NR5A2 inv ag: LRH-1 (NR5A2) inverse agonists, primary screen, cell-based, luminescence, HEK293T, StAR-luciferase reporter | Nuclear receptor subfamily 5 group A member 2 (Homo sapiens), O00482 | LRH-1 transfected, 24 h | inhibition, % at 3.6 µM | actives 0.13% (n = 360,000);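 active = inhibition above the mean inhibition of all tested compounds plus 3 SD, cut at about 73% in these data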;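 also: 0% = DMSO wells and 100% = reporter-only cells lacking LRH-1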
TROY NFkB inh: inhibitors of TROY-driven NF-kB signaling, primary screen, Q293 LMP1-TROYcd cells, NF-kB luciferase, uHTS; Q293 LMP1-TROYcd NF-kB luciferase reporter, 4 h; inhibition, % at 10 µM; actives 0.98% (n = 360,000);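 active = compounds whose plate-normalised and pattern-corrected inhibition of the luciferase reporter signal at the single screening dose is 50% or more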
NCOA2 inhibitor: inhibition of GAL4-SRC2 driven luciferase reporter, primary screen, SRC2 inhibitor project, cell-based, luminescence; Nuclear receptor coactivator 2 (Homo sapiens), Q15596; HEK293 GAL4-SRC2 luciferase reporter; AID 651957, 2012; actives 0.17% (n = 370,000); inhibition, % at 9 µM;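 active = inhibition above the mean inhibition of all tested compounds plus 3 SD, set per campaign, cut at about 52% in these data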;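 also: 0% = DMSO treated cells and 100% = cells given Gossypol at 36 µM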
TWEAK-Fn14 inh: inhibitors of TWEAK-Fn14 signaling, primary screen, luciferase reporter cells, uHTS. inhibition, % at 10 µM. TWEAK-stimulated Fn14 reporter cells, luciferase luminescence, 8 h. actives 2% (n = 360,000); in the data active = inhibition above about 50%
TLR9-MyD88 inh: inhibitors of TLR9-MyD88 association in cells, primary screen, cell-based, CHO, BLA complementation, fluorescence | AID 504734, 2011 | inhibition, % at 4.98 µM | actives 0.21% (n = 340,000) | CCF4 FRET ratio;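 active = inhibition above the mean over all tested compounds plus 3 SD, cut at about 21% in these data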;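 also: 0% = DMSO only wells and 100% = clavulanate BLA inhibitor control wells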
NOD2 RIPK2 PPI: NOD2-RIPK2 binding disruptors in cells, primary screen, fluorescence, CHO cells, BLA complementation | Receptor-interacting serine/threonine-protein kinase 2 (Homo sapiens), O43353 | CCF4 ratio | inhibition, % at 4.98 µM | actives 0.38% (n = 360,000) | AID 624267, 2012; in the data active = inhibition above about 21%;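 also: 0% = vehicle only and 100% = reference blocker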
SRC3 inh: SRC3 coactivator transcriptional activity inhibitors, primary screen, cell-based, luminescence | Nuclear receptor coactivator 3 (Homo sapiens), Q9Y6Q9 | HEK293 GAL4-SRC3 luciferase reporter | inhibition, % at 3.6 µM | actives 0.17% (n = 360,000) | AID 588352, 2011;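 active = inhibition above a per-campaign cutoff, the mean of all compounds plus 3 SD, cut at about 60% in these data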;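 also: 0% = DMSO-treated cells and 100% = gossypol-treated cells at 36 µM; higher means less SRC3-driven luciferase light from the GAL4 reporter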
* hit, by the source's call; x = not tested or not shown.

SMILES	ABHD5-PLIN5 inh	Granule exo inh	SRC1 inh	COUP-TFII inh	NR5A2 inv ag	TROY NFkB inh	NCOA2 inhibitor	TWEAK-Fn14 inh	TLR9-MyD88 inh	NOD2 RIPK2 PPI	SRC3 inh
CCCCOc1ccc(CN(CCO)CCO)cc1[N+](=O)[O-]	5	2	-18	-14	-57	-74	-26	-12	0	-4	-19
COc1ccccc1CNCc1cccc(Oc2ccccc2)c1	11	5	-25	-3	-2	-6	10	-7	5	-1	10
Cc1cccc(C)c1N(CC(=O)N1CCN(C)CC1)S(C)(=O)=O	-3	-1	-8	-13	-3	13	11	-4	-2	-5	-17
COc1ccc(NC(=O)c2cc(C3CCCCN3C(=O)C3CC3)on2)c(C)c1 (stereo unspecified)	-5	9	2	-6	7	10	-31	-4	x	-4	-37
CC(C)Cn1c(NCCN(C)C)nc2c1c(=O)[nH]c(=O)n2C	-1	1	12	6	14	-10	-26	5	4	-1	6
CC(=O)Nc1ccc(NC(=O)C(C)OC(=O)C2CCCCC2)cc1 (stereo unspecified)	0	0	-1	-1	10	-2	-21	-2	-5	4	-7
O=C(NCCN1CCOCC1)Nc1cccc(Cl)c1	6	0	-26	-11	-35	-14	-22	-16	-6	2	-21
CCOC(=O)/C(C#N)=C/c1c(OCC)n(CC)c2ccccc12	1	6	10	28	16	-21	13	15	-4	3	-3
COc1ccc(N2CCN(C(c3ccco3)c3sc4nc(C)nn4c3O)CC2)cc1 (stereo unspecified)	-1	8	10	12	3	11	-18	0	3	-2	3
O=C(CC1OC(=O)c2ccccc21)NCC1COc2ccccc2O1 (stereo unspecified)	-10	-10	-18	-6	8	33	-9	-1	9	8	4
O=C(Nc1cccc(S(=O)(=O)NC2=NCCCCC2)c1)c1cccnc1Cl	-5	4	9	0	16	19	-33	-8	1	9	16
CC(NC(=O)CCc1ccccc1)c1ccc2c(c1)OCO2 (stereo unspecified)	-2	-7	9	-19	-5	5	14	-14	6	5	9
CC(C)N(C(=O)CSc1nc2ccccc2n1Cc1ccccc1F)C(C)C	2	1	-2	35	11	10	14	-1	-3	11	7
COc1ccc(OC)c(-c2cc(C(=O)Nc3cc(C)on3)no2)c1	3	-2	-17	-14	29	0	0	-48	3	-10	0
COc1cccc(-n2c(SCc3cc(=O)oc4cc(O)c(O)cc34)nc3ccccc3c2=O)c1	9	5	7	-9	7	34	-11	-17	4	19	-2
Cc1ccc(C(=O)N/C(=C/c2ccc(Cl)cc2)C(=O)NCC2CCCO2)cc1 (stereo unspecified)	0	-1	-8	-11	12	18	-15	77*	1	2	14
O=C(O)COc1ccccc1/C=N/NC(=O)/C(=C\c1ccc2c(c1)OCO2)NC(=O)c1ccccc1	-2	-1	-25	4	-4	8	-9	-17	4	-6	-14
COc1ccc(C)cc1NC(=O)c1ccoc1C	3	-7	-1	6	-10	-4	7	8	-5	-11	-10
O=C(NC1(Cc2ccccc2)CCN(Cc2ccc(-c3ccccc3)cc2)C1=O)c1ccccc1 (stereo unspecified)	-5	21	-8	16	-2	62*	6	59*	0	-8	14
COc1ccccc1N1CCN(CC(=O)Nc2ccc(S(=O)(=O)N3CCCCCC3)cc2)CC1	-4	9	-7	18	9	9	-1	0	3	5	19
COc1ccccc1N=C1SCC(=O)N1c1ccccc1OC	-5	3	-8	20	22	-14	-4	-4	1	-70	8
O=C(CSCc1nc2scc(-c3cccs3)c2c(=O)[nH]1)Nc1ccccn1	-1	-2	-13	4	11	7	-12	14	-3	0	-21
CCn1c(Oc2ccccc2F)nc2c1c(=O)n(C)c(=O)n2C	-2	-1	68*	12	26	30	59*	73*	-6	-6	60
Cc1ccc(CN2CCN(/N=C\C(Br)=C\c3ccccc3)CC2)cc1	4	-3	1	-4	24	5	12	13	2	8	-10
CC(C)(C)S(=O)N1Cc2cc(C(=O)NCc3ccc4c(c3)OCO4)nc(-c3cccc(-c4cc5ccccc5o4)c3)c2[C@@H]1CCO (stereo partly specified)	24*	51	12	-18	-8	15	11	-46	x	0	19
CN(C)/C(=N\S(=O)(=O)c1ccccc1)c1ccccc1	9	4	-1	8	-9	-5	-19	43	2	-14	4
Cc1c(NC(=O)NCCN2C(=O)C3C4C=CC(C4)C3C2=O)c(=O)n(-c2ccccc2)n1C (stereo unspecified)	-2	4	-5	-1	8	0	2	23	-7	-9	6
Cc1ccc(-n2nnnc2SCC(=O)Nc2sc(C)c(C)c2C#N)cc1C	-6	6	-6	-17	7	9	17	-1	-4	-2	-4
Cc1ccc(S(=O)(=O)NCCC(=O)NC2CCC(C)CC2)cc1 (stereo unspecified)	1	1	-10	-5	-18	-14	11	2	-1	-6	-24
COc1ccc(CNC(=O)C2CCN(S(=O)(=O)c3ccc4c(c3)CC(C)N4C(C)=O)CC2)cc1 (stereo unspecified)	3	-4	-13	8	-5	9	-23	-6	1	2	0
COc1ccc(S(=O)(=O)N=C2C=C(C)C(=O)C(C)=C2)cc1	7	2	-2	3	6	1	0	1	5	2	0
Cc1cc(C(=O)NNC(=O)c2nn(C)c(=O)c3ccccc23)c(C)o1	1	-2	-2	-7	-4	12	-13	-12	-5	6	-17
Cc1ccc(CNS(=O)(=O)NCc2ccc(Cl)cc2)cc1	-1	5	8	-6	1	3	14	-5	-10	-5	2
Cc1ccc([N+](=O)[O-])c(OCC(O)CNC(C)(C)C)c1 (stereo unspecified)	-4	-5	-5	-6	13	6	-2	-4	x	-1	-12
COc1ccc2cc(CCNC(=O)c3cc4ccccc4o3)c(=O)[nH]c2c1	-6	14	11	-1	-11	10	1	-2	-19	-9	0
Cc1nn(S(=O)(=O)c2ccc(C(C)(C)C)cc2)c(C)c1S(=O)(=O)N1CCOCC1	-7	16	-16	-3	-25	5	0	8	8	-5	-2
O=C(c1ccco1)N1CCN(C(c2cccs2)c2nnnn2C2CCCCC2)CC1 (stereo unspecified)	-11	0	-15	32	2	13	14	-7	-6	-11	11
CC1(C)CC(NC(=O)C(C)(C)Oc2ccc(Cl)cc2)CC(C)(C)N1	2	5	-10	12	8	-10	-17	1	-10	-7	8
COc1ccccc1OCc1nc(-c2cccc([N+](=O)[O-])c2)no1	-1	-3	-15	-3	-15	-15	9	-17	0	-10	3
Cc1cc(C)n2ncc(C(=O)NCc3cccnc3)c2n1	-4	4	-3	-7	2	-9	4	-10	-5	-7	-16
CCCCOC(=O)Nc1ccc(N2CCOCC2)cc1	0	-2	-90	-38	-97	-42	-68	4	-9	-3	-73
O=C(/C=C/c1c(F)cccc1Cl)NCc1ccco1	16	7	-12	-5	-22	-47	-28	-18	0	-2	-43
O=C(COc1ccc2ccc(=O)oc2c1)NC1CCCC1	3	3	-11	5	14	-7	-32	1	0	-1	-4
COc1ccc(Nc2nc3ccc(C)cc3n3cnnc23)cc1Cl	1	-7	8	-5	-11	-23	-8	-17	-5	-4	-7
CC(NC(=O)COC(=O)c1cc(S(=O)(=O)N2CCOCC2)ccc1F)c1ccccc1 (stereo unspecified)	5	-7	-9	10	-17	-14	-10	0	10	0	-2
CC(C)N(Cc1ccccc1)C(=S)NC(=O)C1(C)CC1(Cl)Cl (stereo unspecified)	-1	-8	-9	18	-10	7	-6	-2	-5	2	12
Cc1cccc(NC(=O)Nc2cnccn2)c1	-1	-6	-3	5	-10	-20	-31	16	-3	4	7
Cc1onc(-c2ccccc2)c1C(=O)OCC(=O)N1CCC(C)CC1	-6	-2	-4	-3	-5	20	3	8	-4	0	15
COc1ccc(S(=O)(=O)NC(N)=NCCc2ccccc2OC)cc1	0	20	-2	12	0	1	21	-1	6	-2	-1
CCCc1nc(SCc2ccccc2Cl)n[nH]1	-1	-2	-7	-13	-11	-32	7	-11	2	-7	-62
CC(C)[C@H]1C=C(C(=O)O)O[C@@H](OCc2ccc(CO)cc2)C1	2	-14	-13	20	-2	-25	7	24	-5	-3	-21
COc1ccc(-c2cc(C(=O)N(C)CC(=O)Nc3ccccc3C(F)(F)F)c3ccccc3n2)cc1OC	-1	-4	-11	-17	14	-6	5	13	-19	-14	8
COc1ccc(N2C(=O)C3CCCN3C2c2ccc(C)cc2)cc1Cl (stereo unspecified)	5	10	0	-15	-2	-2	-30	12	-4	4	-17
C/C(=N/Nc1ccc(F)cc1)c1ccc(Cl)s1	1	-2	-22	-1	-1	-17	-23	15	1	3	1
COc1cccc(CN(C)S(=O)(=O)c2cccs2)c1	-1	16	-8	5	-19	-30	7	-16	4	-4	-32
CCN(CC)C(=O)N1CCN(C(=O)N2CCOCC2)CC1	11	8	9	-6	-2	9	-5	-6	1	-4	21
COC(=O)c1ccc(CNC(=O)C2CCC(=O)N(CCc3ccccc3)C2)cc1 (stereo unspecified)	3	0	-51	2	17	9	-25	7	-1	-9	5
CCc1ccc2c(c1)/C(=N/N(C)C(=S)NC)C(=O)N2	-1	2	-8	-8	4	-4	4	18	7	0	17
CCCc1cc(=O)oc2cc(OC(=O)CN3C(=O)NC4(CCCC4)C3=O)ccc12	-7	0	14	-7	5	20	-12	8	-6	-4	0
COc1ccc(N2C(=O)c3ccccc3NC2c2ccc(OC)c(Cn3cc([N+](=O)[O-])cn3)c2)cc1 (stereo unspecified)	-1	30	-65	-20	-109	-70	-63	-20	-7	-9	-63

Continuation.
SMILES	ABHD5-PLIN5 inh	Granule exo inh	SRC1 inh	COUP-TFII inh	NR5A2 inv ag	TROY NFkB inh	NCOA2 inhibitor	TWEAK-Fn14 inh	TLR9-MyD88 inh	NOD2 RIPK2 PPI	SRC3 inh
CCSc1nnc(NC(=O)c2ccccn2)s1	14	-2	-86	-28	-107	-11	-56	27	8	2	-58
NC(=O)c1cc([N+](=O)[O-])ccc1NCc1ccc(F)cc1	9	-2	-7	-1	-7	-55	-17	-2	0	-3	-52
O=C(C[n+]1ccc2ccccc2c1)c1ccc(NC(=O)c2ccccc2)cc1	0	-3	-20	8	25	0	21	0	0	-3	7
O=C(CCN1CCCCO1)N1CCCC(Nc2cccc(F)c2)C1 (stereo unspecified)	2	2	5	-6	-5	-7	-14	4	-5	-7	-3
OC/C(Br)=C(\Br)CO	11	-2	13	0	-1	-6	13	-11	11	2	3

Compound profiles, as listed above. Order of values: ABHD5-PLIN5 inh | Granule exo inh | SRC1 inh | COUP-TFII inh | NR5A2 inv ag | TROY NFkB inh | NCOA2 inhibitor | TWEAK-Fn14 inh | TLR9-MyD88 inh | NOD2 RIPK2 PPI | SRC3 inh
NC(=O)c1cc([N+](=O)[O-])ccc1NCc1ccc(F)cc1 reads 9 | -2 | -7 | -1 | -7 | -55 | -17 | -2 | 0 | -3 | -52
O=C(CCN1CCCCO1)N1CCCC(Nc2cccc(F)c2)C1 (stereo unspecified) reads 2 | 2 | 5 | -6 | -5 | -7 | -14 | 4 | -5 | -7 | -3

An excerpt; the hit share may differ from the screen's.
